Compound activity from PubChem BioAssay.
PriA SSB inh – blocks PriA binding to SSB C-terminal tail. AlphaScreen SSBct-PriA binding, biotinylated peptide. inhibition, % at 33 µM. 430,000 tested, 0.6% active. AID 1272365; in the data active means inhibition mostly above about 37%, no sharp cut-off; inactive means mostly below about 20%;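 further: plate controls were negative control peptide for no effect and reference peptide for full effect; strong numbers were not always called active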
Numbers without * were called inactive; & = joins results of further samples. A portion of the library. The share of hits here may be higher or lower than overall.

CCCCOC(=O)CN1C(=O)C2C3c4ccccc4C(c4ccccc43)C2C1=O (stereo not given) was read as PriA SSB inh -8.0.
O=C(O)CCc1nnc(SCC(=O)Nc2ccc(F)c(Cl)c2)[nH]c1=O was read as PriA SSB inh -7.0.
O=C(CCN1C(=O)/C(=C/c2ccc3c(c2)OCO3)SC1=S)NNC(=O)c1ccncc1 was read as PriA SSB inh -15.0.
O=C(Nc1cccc(C(F)(F)F)c1)N1CCC(c2nnc(-c3ccsc3)o2)CC1 was read as PriA SSB inh 10.0.
For O=C(c1c(F)cccc1F)N1CCN(C[C@H](O)C2CC2)CC1 the results were PriA SSB inh -6.0.
Screening CS(=O)(=O)c1ccccc1-c1nnc(NC(=O)c2ccc(Cl)cc2Cl)o1 returned PriA SSB inh 9.0.
Screening CC(C)S(=O)(=O)c1cccc(C(=O)Nc2nc3c(s2)COc2ccccc2-3)c1 returned PriA SSB inh -3.0.
Screening CCSc1nnc(NC(=O)CN2CCN(Cc3nc(C(C)(C)C)cs3)CC2)s1 returned PriA SSB inh 0.0.
COc1ccc2nc(N(CCCN3CCOCC3)C(=O)c3nc4ccccc4s3)sc2c1 was read as PriA SSB inh 15.0.
O=C(O)c1cccc(NN=CC2=C(Cl)c3cc(Cl)ccc3SC2)c1 was read as PriA SSB inh -18.5.
`COc1ccc(C(=O)NNC(=O)c2cccn(Cc3ccc(F)cc3)c2=O)cc1` gave PriA SSB inh -4.0.
For Cc1cc(CNC(=O)c2ccno2)c(C)o1 the results were PriA SSB inh 3.0.
`Cc1csc2ncc(C(=O)Nc3ccc(Br)cc3F)c(=O)n12` gave PriA SSB inh -4.0.
COc1ccc(-c2ccc(=O)n(CCCC(=O)Nc3cccc(C(C)=O)c3)n2)cc1OC was read as PriA SSB inh -7.0.
Screening O=C(N1CC(c2nc(-c3ccco3)no2)C1)C1(c2ccc(Cl)cc2)CCCC1 returned PriA SSB inh 3.0.
CCOc1ccccc1NC(=O)NCCc1nc(C2CC2)cc(C(F)(F)F)n1 was read as PriA SSB inh -11.0.
CN(C)S(=O)(=O)c1ccc2c3c(cccc13)C(=O)N2C(=O)c1ccc([N+](=O)[O-])cc1 was read as PriA SSB inh 8.0.
For O=C(c1c[nH]c2ccccc12)N1C2C=CCC1CC2 (stereo not given) the results were PriA SSB inh -1.0.
For Cc1cc(O)ccc1NC(=O)C[C@H](NCc1ccccc1)C(=O)O the results were PriA SSB inh 4.0.
For CN(CC(=O)NC1CCC(Oc2nccnc2C#N)CC1)S(C)(=O)=O (stereo not given) the results were PriA SSB inh -4.0.
Screening CSc1ccccc1C(=O)Nc1cccc(-c2cnc3n2CCC3)c1 returned PriA SSB inh 11.0.
`Cc1ccc(C)c(-c2nnc(NC(=O)CS(=O)(=O)c3ccc(Cl)cc3)o2)c1` gave PriA SSB inh -8.0&-5.0.
CCOc1ccc(S(=O)(=O)NCC(c2cccs2)S(=O)(=O)c2cccs2)cc1 (stereo not given) was read as PriA SSB inh 13.0.
Cc1ccc(CSc2nnc(SCC(=O)NN=C/C=C/c3ccco3)s2)cc1 was read as PriA SSB inh 6.0.

Structural class, the compounds so far containing a thiophene ring, fused or not.
O=C(Nc1cccc(C(F)(F)F)c1)N1CCC(c2nnc(-c3ccsc3)o2)CC1 was read as PriA SSB inh 10.0.
CCOc1ccc(S(=O)(=O)NCC(c2cccs2)S(=O)(=O)c2cccs2)cc1 (stereo not given) was read as PriA SSB inh 13.0.

(next part)
For COc1cc(C=NNC(=O)c2c(-c3c(Cl)cccc3Cl)noc2C)ccc1OCC(N)=O the results were PriA SSB inh 2.2.
For CN(C)S(=O)(=O)NCc1ccc2[nH]c3c(c2c1)CCCC3 the results were PriA SSB inh 14.0.
`O=C(NCC1CCN(Cc2cccs2)CC1)C(=O)Nc1cc(F)ccc1F` gave PriA SSB inh -15.0&-8.0.
For CCN(CC)c1ccc(C=Nn2nnnc2N)c(O)c1 the results were PriA SSB inh -17.8.
For Cn1nc(N2CCC(C(=O)Nc3cccc4cccnc34)CC2)ccc1=O the results were PriA SSB inh -4.0.
Screening COc1ccc(C(=O)NN=Cc2ccccc2OC(=O)c2ccccc2)cc1 returned PriA SSB inh -2.2.
Cc1nn(-c2ccccc2)c(Oc2ccc(F)cc2)c1C=Nn1cnnc1 was read as PriA SSB inh -6.1.
Screening Cc1cc(Cl)ccc1OCCCC(=O)NN=Cc1cccc([N+](=O)[O-])c1 returned PriA SSB inh -2.3.
`CCn1cc(NC(=O)NCc2ccco2)c2ccccc21` gave PriA SSB inh 0.0.
Screening CNC(=O)c1cc(=O)c(OCc2ccc(F)cc2)cn1C returned PriA SSB inh -8.0.
For O=S(=O)(NCc1ccnc(N2CCOCC2)n1)c1ccccc1Cl the results were PriA SSB inh -14.0.
For O=S(=O)(NCCOc1ccc2nnc(-c3ccccc3)n2n1)c1cccs1 the results were PriA SSB inh -4.0.
`CSc1ccc(CNC(=O)Cn2nc3c(Oc4cccc(C)c4C)nccn3c2=O)cc1` gave PriA SSB inh -7.0.
COc1ccc2oc(=O)c(S(=O)(=O)N3CCCC3)cc2c1 was read as PriA SSB inh -2.0.
For O=C(CSc1nc2ccccc2o1)N(CCc1cccs1)C1CCOCC1 the results were PriA SSB inh -6.0.
Screening O=C(Nc1cc(Br)ccc1-c1nc2ccccc2[nH]c1=O)c1ccco1 returned PriA SSB inh -17.0.
Screening CCOc1ccc(S(=O)(=O)N2CCN(S(=O)(=O)c3ccc(OCC)c4ccccc34)C(C)C2)c2ccccc12 (stereo not given) returned PriA SSB inh 0.0.
O=C(Nc1nc(-c2csc(NC(=O)c3ccc(S(=O)(=O)N4CCOCC4)cc3)n2)cs1)c1ccc(S(=O)(=O)N2CCOCC2)cc1 was read as PriA SSB inh -9.0.
Screening COc1ccc(S(=O)(=O)NN=Cc2ccccc2F)cc1 returned PriA SSB inh -1.0.
For COc1ccc(-c2nc3scc(CCNS(=O)(=O)c4cccc(Cl)c4)n3n2)cc1OC the results were PriA SSB inh -23.0.
`O=C(NC1CC(=O)N(c2ccc(F)cc2)C1)c1ccccc1C(F)(F)F` (stereo not given) gave PriA SSB inh -23.0.
Screening COc1ccc(S(=O)(=O)Nc2ccc(-c3cn4nc(OC)ccc4n3)cc2)cc1 returned PriA SSB inh -5.0.
Screening CNC(=O)C(=O)Nc1ccc(C)c(F)c1 returned PriA SSB inh -15.0.
For CS(=O)(=O)c1ccc(Nc2nc(CC(=O)NCC3CCCCC3)cs2)cc1 the results were PriA SSB inh 2.0.
`COc1ccc(-n2ccn(CC(=O)Nc3cccc(Br)c3)c2=O)cc1` gave PriA SSB inh 6.0.
For N#C/C(=C\c1ccccc1[N+](=O)[O-])c1nc(-c2ccc(Cl)cc2)cs1 the results were PriA SSB inh 7.0.
Cn1cc(CC(=O)N2CCN(C(=O)c3cnn4ccccc34)CC2)c2ccccc21 was read as PriA SSB inh -14.0.
`O=C(NCC1CCN(C(=O)c2ccccc2F)CC1)C(=O)Nc1cccc(C(F)(F)F)c1` gave PriA SSB inh -12.0.
O=C(NCc1cccnc1-c1cccs1)Nc1ccc2c(c1)OCO2 was read as PriA SSB inh -7.0.
`O=C(/C=C/c1ccco1)NCC(=O)NN=Cc1ccccc1[N+](=O)[O-]` gave PriA SSB inh -1.4.
For COc1ccc2nc(N(CCN3CCOCC3)C(=O)c3cc(C)no3)sc2c1 the results were PriA SSB inh -4.0.
`Cc1cccc(OCC(=O)NC(C)C(=O)NN=Cc2c(OCc3ccccc3)ccc3ccccc23)c1` (stereo not given) gave PriA SSB inh 6.7.
For CCc1cccc(C)c1NC(=O)Cn1ccn(Cc2ccc(Cl)cc2)c(=O)c1=O the results were PriA SSB inh 15.0.
Screening COC(=O)NN=C1CC(=NNC(=O)OC)c2ccccc21 returned PriA SSB inh -1.0.
Cn1ccc(C(=O)Nc2ccc(Cl)cc2C(=O)c2ccccc2Cl)n1 was read as PriA SSB inh 4.0.
Screening O=S(=O)(NCC1CCN(Cc2ccccc2)CC1)c1ccc(Cl)s1 returned PriA SSB inh -8.0.
O=C(CCCS(=O)(=O)c1ccccc1)Nc1nc2ccc(Br)cc2s1 was read as PriA SSB inh -4.0&3.0.
CCc1cnc2c(c1OC)c(=O)n(Cc1c(F)cccc1Cl)c(=O)n2C was read as PriA SSB inh -13.0.
COc1ccccc1C=NNC(=O)c1ccc(=O)n(C)c1 was read as PriA SSB inh -17.1.
`Cc1cc(C)c2nc(N(Cc3ccccc3)C(=O)Cc3ccc4c(c3)OCO4)sc2c1` gave PriA SSB inh -15.0.
Cc1cc(C)n(-c2cc(-c3ccccc3)nc3nc(C)nn23)n1 was read as PriA SSB inh -11.0.
`COc1ccc(S(=O)(=O)NCc2ccnc(-c3ccco3)c2)cc1F` gave PriA SSB inh -3.0.
Screening COC(=O)NN=Cc1ccc([N+](=O)[O-])s1 returned PriA SSB inh 6.8.
Cc1cccc(S(=O)(=O)Nc2ccc3c(c2)OCC(C)(C)C(=O)N3C)c1 was read as PriA SSB inh -19.0.
`Cc1ccccc1Cn1cnc2c(cnn2CCNC(=O)/C=C\c2ccc3c(c2)OCO3)c1=O` gave PriA SSB inh -3.0.
Screening O=C(Nc1nnc(SCc2ccc(Br)cc2)s1)C12CC3CC(CC(C3)C1)C2 returned PriA SSB inh 4.0.
`Cc1c(C(=O)NC(C)C)oc2ccccc12` gave PriA SSB inh -5.0.
For COc1cc2[nH]c3c(=O)n(CC(=O)N4CCN(c5cc(Cl)ccc5C)CC4)cnc3c2cc1OC the results were PriA SSB inh -19.0.
`O=C(CSCc1ccccc1)Nc1ccccc1-c1cn2ccsc2n1` gave PriA SSB inh 3.0.
Screening COc1ccc(OC)c(COCC(O)CN2CCc3ccccc3C2)c1 (stereo not given) returned PriA SSB inh -5.0&7.0.
For Cc1cc(C(=O)Nc2ccc(CN3CCN(c4ccccn4)CC3)cc2)no1 the results were PriA SSB inh -11.0.
Cc1cc(C(=O)CSc2ncnc3scc(-c4ccccc4)c23)c(C)n1-c1ccccc1F was read as PriA SSB inh -10.0.
`CC(=O)Nc1ccc(S(=O)(=O)Nc2ccc3c(c2)N(C(=O)C2CCCO2)CC3)cc1` (stereo not given) gave PriA SSB inh 0.0.
`O=C(NCCn1ccnc1-c1ncccn1)c1ccc(Br)o1` gave PriA SSB inh -7.0.
For CC(C)(C)OC(=O)N1CCN(CC(N)=S)CC1 the results were PriA SSB inh -29.0.
CS(=O)(=O)N1CCCCC1C(=O)Nc1nnc(-c2ccc3c(c2)OCCO3)o1 (stereo not given) was read as PriA SSB inh 2.0.
Screening O=C(CCc1nnc2c(N3CCCCC3)nc3ccccc3n12)NCCc1ccc(Cl)cc1 returned PriA SSB inh -3.0.
For Cc1nc(CN2CCN(C[C@H](O)c3cccs3)CC2)cs1 the results were PriA SSB inh -11.0.
O=C(NCC1CCN(C2CCCC2)CC1)C(=O)Nc1ccc(OC(F)(F)F)cc1 was read as PriA SSB inh -15.0.
`O=C(Nc1cc(C(F)(F)F)ccc1Cl)c1cc(N2CCCCC2)ncn1` gave PriA SSB inh -5.0.
Cc1ccc(S(=O)(=O)N(C)N=C2C(=O)N(CC(=O)O)c3ccccc32)cc1 was read as PriA SSB inh -10.5.
COc1ccc(NS(=O)(=O)c2cccc(C(=O)NN=Cc3ccccc3OC)c2)cc1 was read as PriA SSB inh 3.8.
`CCOc1ccc(NC(=O)CCc2csc(NC(=O)c3ccc(=O)[nH]c3)n2)cc1` gave PriA SSB inh 5.0.
CCOc1ccc(-c2noc(CS(=O)(=O)c3ccc(Cl)cc3)n2)cc1 was read as PriA SSB inh -15.0.
`COc1ccc(S(=O)(=O)c2cnc(SCC(=O)Nc3cccc(C)c3)[nH]c2=O)cc1` gave PriA SSB inh -1.0.
`CCN(Cc1cnc2ccccn12)C(=O)c1cc2ccccc2o1` gave PriA SSB inh -4.0.
`COc1cccc(C(=O)NCC2CCN(Cc3cccs3)CC2)c1OC` gave PriA SSB inh -9.0.
O=C(Cc1ccccc1F)Nc1cc(-n2ccc3ccccc32)ncn1 was read as PriA SSB inh -21.0.
`COc1ccc(CCC(=O)NC[C@@H](c2cccs2)S(=O)(=O)c2ccc(OC)cc2)cc1` gave PriA SSB inh -7.0.
`COc1ccc(OCC(=O)NCC(c2ccsc2)N2CCCCCC2)cc1` (stereo not given) gave PriA SSB inh -5.0.
Screening CSc1ccccc1C(=O)N(Cc1nn(C)c2c1CCC2)C1CCCC1 returned PriA SSB inh 7.0.
For COC(=O)c1c(NC(=O)c2ccc(Br)s2)sc2c1CCCCC2 the results were PriA SSB inh -15.0.
For O=C(Nc1nnc(-c2ccc(Br)o2)o1)C12CC3CC(CC(C3)C1)C2 the results were PriA SSB inh -10.0.
Screening CCN(CC)S(=O)(=O)c1ccc(NC(=O)c2ccc(N3C(=O)CCC3=O)cc2)cc1 returned PriA SSB inh -9.0.
COC(=O)NN=Cc1cn(CCOc2cccc(OC)c2)c2ccccc12 was read as PriA SSB inh -14.4.
For O=S(=O)(/C=C/c1ccccc1)Nc1ccn2nccc2c1 the results were PriA SSB inh -6.0.
For CCOc1ccccc1NC(=O)N1CCN(c2ccc3nncn3n2)CC1 the results were PriA SSB inh 3.0.
CC(C)(C)OC(=O)C[C@H]1C/C=C/C[C@@H](CC(=O)N(CCO)Cc2ccccc2)C(=O)N2CCC[C@H]2COC1=O was read as PriA SSB inh -4.3.
`COc1ccc(C(=O)Cn2nc(C3CCCN(S(C)(=O)=O)C3)n(C)c2=O)cc1` (stereo not given) gave PriA SSB inh -15.0.
For O=C(NCCCc1ccccc1)NCC[C@H](O)C1CC1 the results were PriA SSB inh -6.0.

As a short view, part of the list above:
For CCOc1ccccc1NC(=O)N1CCN(c2ccc3nncn3n2)CC1 the results were PriA SSB inh 3.0.
CC(C)(C)OC(=O)C[C@H]1C/C=C/C[C@@H](CC(=O)N(CCO)Cc2ccccc2)C(=O)N2CCC[C@H]2COC1=O was read as PriA SSB inh -4.3.
`COc1ccc(C(=O)Cn2nc(C3CCCN(S(C)(=O)=O)C3)n(C)c2=O)cc1` (stereo not given) gave PriA SSB inh -15.0.
For O=C(NCCCc1ccccc1)NCC[C@H](O)C1CC1 the results were PriA SSB inh -6.0.

Fetched one by one from the entries so far, 3 records:
CC(C)(C)OC(=O)C[C@H]1C/C=C/C[C@@H](CC(=O)N(CCO)Cc2ccccc2)C(=O)N2CCC[C@H]2COC1=O was read as PriA SSB inh -4.3.
For CCOc1ccccc1NC(=O)N1CCN(c2ccc3nncn3n2)CC1 the results were PriA SSB inh 3.0.
COC(=O)NN=Cc1cn(CCOc2cccc(OC)c2)c2ccccc12 was read as PriA SSB inh -14.4.
